NRP1-CendR mod – modulators of CendR peptide binding to NRP-1, primary screen, biochemical, fluorescence polarization, uHTS. Neuropilin-1 (Homo sapiens), O14786. inhibition, % at 25 µM. FAM-RPARPAR peptide binding to NRP-1. actives 0.85% (n = 360,000);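 active = inhibition or corrected inhibition above about 18%, plus a signal ratio from 0.5 to 1.5, limit read from the data, passing the limit was not always enough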; note: strong numbers were not always called active
MT1-MMP act inh – blockers of MT1-MMP proenzyme processing, primary screen, HT1080 RFP-PRO-GFP cells, GFP/RFP fluorescence. Matrix metalloproteinase-14 (Homo sapiens), P50281. GFP/RFP ratio fluorescence, overnight; percent of plate control window, DMSO zero. GFP/RFP ratio change, % at 20 µM. actives 0.061% (n = 360,000);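 active = GFP/RFP ratio change of at least 30% with cell ATP level not reduced by more than half and red fluorescence within 50% of control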; note: strong numbers were not always called active
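Material: RFP-PRO-GFP reporter HT1080 cells. Dosing: single-point 20 µM compound, 1% DMSO. Controls: DMSO and RFP-L50D-GFP cell wells. Timing: cells overnight before dosing, compound overnight, 37 °C, 5% CO2. Measure: GFP/RFP fluorescence ratio.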
E coli Lon inh – inhibitors of E. coli Lon protease, primary screen, biochemical, fluorescence polarization. AID 602123, 2011. actives 0.42% (n = 360,000). P0A9M0. inhibition, % at 7.94 µM. purified E. coli Lon protease; in the data active = inhibition above about 13%, passing the limit was not always enough;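 note: 0% = enzyme with probe and DMSO and 100% = no enzyme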
Rin1-Abl PPI inh – inhibitors of Rin1-Abl protein binding, primary screen, biochemical, TR-FRET; Tyrosine-protein kinase ABL1 (Homo sapiens) + Ras and Rab interactor 1 (Homo sapiens), …; inhibition, % at 7.35 µM; actives 0.4% (n = 360,000); AID 588664, 2011; in the data active = inhibition above about 5%, passing the limit was not always enough
SKN-1 inh – suppressors of acrylamide-induced Pgst-4::GFP reporter in worms, primary screen, SKN-1 inhibitor project, whole organism, uHTS, GFP/RFP fluorescence ratio, strain VP596; C. elegans VP596 Pgst-4::GFP/RFP ratio, 24 h; inhibition, % at 21.8 µM; actives 0.49% (n = 360,000);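 active = interference check ratio from 0.5 to 1.5 plus GFP to RFP signal ratio inhibition reaching or exceeding a fixed threshold, cut at about 30% in these data, passing the limit was not always enough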; note: some compounds called inactive have numbers as strong as hits
MsrA act – bovine MsrA enzyme activators, primary screen, biochemical, absorbance, HTS | activation, % at 10.6 µM | purified bovine MsrA, absorbance read-out | actives 0.3% (n = 360,000) | AID 602163, 2012 | Methionine sulfoxide reductase A (Bos taurus); in the data active = activation above about 7.5%;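 note: 0% = vehicle and 100% = reference activator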
MLLE-PAM2 inh – inhibitors of PABP1 MLLE–PAM2 peptide binding, primary screen, biochemical, fluorescence polarization, FITC-PAM2, GST-MLLE | Polyadenylate-binding protein 1 (Homo sapiens), P11940 | inhibition, % at 20 µM | actives 0.36% (n = 360,000) | AID 588489, 2011; in the data active = inhibition above about 35%, passing the limit was not always enough;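 note: plate controls were DMSO wells with GST-MLLE for no effect and wells lacking GST-MLLE protein for full effect; some results filed as inactive read as strong as hits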
Neddylation inh – inhibitors of cullin neddylation, primary screen, biochemical, TR-FRET, uHTS, NAE and Ubc12 | NEDD8-conjugating enzyme Ubc12 (Homo sapiens) + NEDD8-activating enzyme E1 regulatory … | calls only at 25 µM | actives 0.58% (n = 360,000); in the data active = inhibition above about 36%
FAS TE block – FAS thioesterase domain inhibitors, primary screen, biochemical, fluorescence intensity, uHTS. inhibition, % at 15 µM. actives 0.67% (n = 360,000). recombinant FAS-TE, OMFH fluorogenic substrate, fluorescence endpoint. AID 602261, 2012. Fatty acid synthase (Homo sapiens), P49327;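 active = compounds whose normalised, plate-corrected inhibition of enzyme fluorescence in the single-dose primary screen is 50% or more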;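 note: 0% = DMSO with enzyme and 100% = substrate without enzyme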
An asterisk follows results filed as active; i = inactive; . = not tested or not shown; + = active, no number.

SMILES | NRP1-CendR mod | MT1-MMP act inh | E coli Lon inh | Rin1-Abl PPI inh | SKN-1 inh | MsrA act | MLLE-PAM2 inh | Neddylation inh | FAS TE block
COc1cccc(C2Nc3ccc4ccccc4c3C3=C2C(=O)CCC3)c1O (centres undefined) | -14 | -4 | -1 | 1 | 12 | -1 | 6 | i | 3
CCOc1ccc(/C(C)=N\NC(=O)Cc2ccccc2)cc1 | 7 | 7 | -1 | 1 | -12 | -3 | -24 | i | -3
CCc1nc2c(OCC(=O)c3ccc(Cl)cc3Cl)cccn2c1N(C)C(=O)c1ccncc1 | -8 | -6 | -8 | -5 | -4 | -1 | 3 | i | -3
CCN(CC)C(=O)c1ccc(Nc2nnc(C)c3ccccc23)cc1 | -10 | -1 | -6 | 1 | 12 | -4 | -20 | i | -5
CCOC(=O)c1c(C)[nH]c(C)c1C(=O)COC(=O)Cc1ccc(OC)c(OC)c1 | 8 | -2 | -5 | 4 | -19 | -5 | 2 | i | -11
COc1ccc2c(c1)[nH]c1c(Cl)ncnc12 | -2 | 7 | 3 | -2 | -3 | -2 | 5 | + | -2
COc1ccc(CCNC(=O)c2cc(S(=O)(=O)N3CCOCC3)cn2C)cc1OC | -1 | 5 | 5 | 2 | 7 | -6 | 0 | i | -7
Cc1cccc(OCCC(=O)Nc2nnc(C)s2)c1 | -6 | 4 | 2 | -6 | 5 | -4 | 5 | i | -6
CC(C)(C)C(=O)N1CCN(c2nc3ccccc3s2)CC1 | 2 | 5 | -1 | 4 | 12 | -7 | 1 | i | 0
Cc1ccc(-c2cc(-c3cccs3)[nH]n2)c(O)c1 | 8 | . | 8 | -3 | 28 | -3 | 11 | i | 0
O=C(Cc1ccc(NC(=O)C2CCCN(C(=O)C3CCCCC3)C2)cc1)Nc1cccc(C(=O)N2CCCCC2)c1 (centres undefined) | -10 | 1 | -7 | 0 | -11 | 8.7* | 2 | i | -6
O=C(Cn1nnc2ccccc2c1=O)Nc1ccc(S(=O)(=O)N2CCOCC2)cc1 | -7 | 2 | -2 | 0 | 0 | -4 | -15 | i | 1
Cc1ccc(S(=O)(=O)Nc2ccc(C(=O)Nc3cc(C)on3)cc2)cc1 | -9 | 1 | -3 | 0 | 3 | -14 | 2 | i | -3
CC(C)N(C(=O)[C@H]1C[C@H](CC(=O)NC(C)(C)C)C(=O)N2CCc3c([nH]c4cc(-c5ccco5)ccc34)[C@]12C)C(C)C | -5 | -6 | -10 | 0 | 21 | 2 | -4 | . | 13
CC(C)(C)NC(=O)N1CCN(S(=O)(=O)c2ccc3c(c2)CCC3)CC1 | 10 | 1 | -3 | 4 | 2 | -1 | 5 | i | -1
CCOC(=O)C1(CCCc2ccccc2)CCN(S(=O)(=O)N(C)C)CC1 | -17 | -3 | -12 | -1 | 15 | -1 | 9 | i | 21
O=C1c2ccccc2C(=O)N1CCCCSc1nnc2ccccn12 | 1 | -1 | -8 | -2 | -3 | -1 | -23 | i | -2
Cc1cccc(S(=O)(=O)NC(=O)C2(C)CCN2C(=O)CC2CCCCC2)c1 (centres undefined) | 0 | -2 | -3 | -1 | -6 | -3 | -5 | i | -7
Cc1ccc(CN2C(=O)c3ccccc3NC2c2ccccn2)cc1 (centres undefined) | 7 | 1 | 1 | 1 | -7 | -1 | -14 | . | 1
Cc1ccc(NC(=S)N(CCCN2CCOCC2)Cc2cccnc2)cc1C | -9 | -2 | -1 | 12* | 6 | -2 | -52 | i | 0
O=C(CC1(O)C(=O)Nc2ccccc21)c1ccc2c(c1)OCO2 (centres undefined) | 2 | 17 | 9 | 2 | -7 | -10 | 14 | i | -9
CCCCCCCCC1=NCCc2c1[nH]c1ccccc21 | -18 | -9 | -8 | -3 | 1 | -2 | -21 | . | -59
Cc1cccc(S(=O)(=O)N2CCN(Cc3ccc4c(c3)OCO4)CC2)c1 | -13 | 1 | 0 | 2 | 29 | -2 | -7 | i | 12
COc1ccc(N2CCN(C(=O)c3cccnc3SCc3cccc(Br)c3)CC2)cc1 | 15 | 1 | -5 | 0 | -5 | -4 | -17 | i | 25
CC(C)(C)NS(=O)(=O)c1ccc(CCC(=O)NCc2ccccn2)cc1 | 7 | -3 | 0 | -2 | -11 | 1 | 1 | i | -3
COc1ccc(C(=O)O/N=C(\C)c2ccccc2)cc1 | 6 | -7 | -8 | -1 | 14 | -5 | 1 | i | 3
Cc1ccc(S(=O)(=O)N2CCCCC2)cc1NC(=O)C1CC(=O)N(Cc2ccco2)C1 (centres undefined) | 11 | -2 | -8 | 6 | -2 | -2 | 9 | i | -7
COc1ccc(CCNC(=O)CSCc2c(F)cccc2Cl)cc1OC | 0 | -2 | -2 | 1 | -8 | -3 | 8 | i | -1
CC1CCc2sc(C(=O)OCC(=O)NC(C)C)cc2C1 (centres undefined) | -6 | -3 | -1 | 4 | -5 | -10 | -3 | i | -2
N#Cc1c(SCC(N)=O)nsc1SCc1ccc(Cl)cc1 | 0 | -7 | 5 | -2 | 6 | -1 | -25 | i | 14
Cc1cc(OC(=O)c2ccccc2)c([N+](=O)[O-])c(=O)[nH]1 | 5 | 5 | 0 | 3 | 4 | -2 | -2 | i | -5
CCNC(=O)NC(=O)C(C)Sc1nc2ccccc2c(=O)n1-c1cccnc1 (centres undefined) | 10 | 5 | -6 | 2 | 6 | -3 | -14 | i | -2
Cc1ccc(OC(=O)CCc2c(C)nc3ncnn3c2C)cc1 | -6 | 6 | -6 | -5 | 12 | -3 | 8 | i | -4
Cc1cc(C2=NNC(=NC3CC3)SC2)c(C)n1-c1ccccc1F | -4 | 1 | 0 | 2 | 16 | -4 | -2 | i | -18
CC(=O)Nc1ccc(S(=O)(=O)N(Cc2cccnc2)Cc2cc3ccccc3[nH]c2=O)cc1 | -7 | -16 | -4 | 0 | 15 | -3 | 5 | i | -3
O=C(O)c1ccc(-n2nnnc2Oc2cccc3cccnc23)cc1 | -6 | 0 | 1 | 2 | -12 | -9 | 0 | i | -2
Cc1ccc(NC(=O)c2nnn(-c3cc(C)cc(C)c3)c2N)cc1 | 7 | -2 | -13 | 4 | -8 | -2 | 0 | i | 16
COc1ccc([N+](=O)[O-])cc1NC(=O)c1cn(-c2ccc(C)c(C)c2)c(=O)c2ccccc12 | -1 | 1 | 7 | -2 | 2 | -3 | -4 | i | 8
COc1cc(/C=C/C(=O)OCC(=O)Nc2ccc3[nH]c(=O)[nH]c3c2)ccc1OC(F)F | -12 | 0 | -4 | 0 | -3 | -2 | -67 | i | -12
COc1ccccc1C(=O)OCCNC(=O)Cn1cnc2c1c(=O)n(C)c(=O)n2C | -14 | -5 | 3 | -2 | 12 | -2 | 2 | i | -2
COc1ccc(NC(=O)CSc2nnc3n2CCCCC3)cc1OC | 3 | -1 | 4 | 1 | 16 | -1 | 6 | i | -4
Cc1ccc(C(=O)NCC(=O)NCC(c2cccs2)N2CCOCC2)cc1 (centres undefined) | -14 | -2 | -3 | 3 | 4 | -1 | 0 | i | -4
Cc1ccc(N2CCN(CCc3nc4cc(NS(C)(=O)=O)ccc4n3C)CC2)cc1 | -11 | 3 | 7 | -1 | -17 | -5 | -15 | i | -7
Cc1ccc(CNC(=O)CN(C(=O)C2(C)CC(=O)N=C3C=CC=CN32)c2ccccc2)cc1 (centres undefined) | 6 | 1 | -2 | 0 | 3 | -4 | 4 | . | -7
CC(OC(=O)c1cc(=O)[nH]c2ccccc12)C(=O)c1ccccc1 (centres undefined) | 7 | 7 | 9 | -1 | 11 | -2 | -17 | i | 2

Whole records as entered above.
Profile of CC(OC(=O)c1cc(=O)[nH]c2ccccc12)C(=O)c1ccccc1 (centres undefined) = NRP1-CendR mod: 7; MT1-MMP act inh: 7; E coli Lon inh: 9; Rin1-Abl PPI inh: -1; SKN-1 inh: 11; MsrA act: -2; MLLE-PAM2 inh: -17; Neddylation inh: i; FAS TE block: 2
Profile of O=C(O)c1ccc(-n2nnnc2Oc2cccc3cccnc23)cc1 = NRP1-CendR mod: -6; MT1-MMP act inh: 0; E coli Lon inh: 1; Rin1-Abl PPI inh: 2; SKN-1 inh: -12; MsrA act: -9; MLLE-PAM2 inh: 0; Neddylation inh: i; FAS TE block: -2

(listing goes on)
SMILES | NRP1-CendR mod | MT1-MMP act inh | E coli Lon inh | Rin1-Abl PPI inh | SKN-1 inh | MsrA act | MLLE-PAM2 inh | Neddylation inh | FAS TE block
CCCn1c(SC(C(=O)Nc2cc(C)ccc2OC)c2ccccc2)nc2ccccc2c1=O (centres undefined) | 7 | -9 | 2 | -2 | 19 | -1 | -62 | i | 38
CCOc1c(S(=O)(=O)NC2CC(C)(C)NC(C)(C)C2)ccc(Cl)c1Cl | 8 | -3 | -15 | 1 | -6 | 3 | 3 | i | -6
Cc1cc(C)c(NC(=O)c2cc(C(=O)O)ccc2C(=O)O)c([N+](=O)[O-])c1 | 5 | 1 | -6 | -4 | -1 | 1 | -11 | i | -6
CCOc1cc(S(=O)(=O)NCC2CCCO2)ccc1F (centres undefined) | -10 | 2 | -10 | 3 | 5 | -2 | -2 | i | -7
COc1ccc(OC)c(NC(=O)CS(=O)(=O)c2cn(CC(=O)N3CCOCC3)c3ccccc23)c1 | 8 | -5 | -3 | 2 | 11 | -1 | -2 | i | 1
O=S(=O)(c1ccc(F)cc1)N1CCN(C(=S)NCCc2ccccc2)CC1 | 10 | -1 | 7 | 4 | 3 | -2 | -120 | i | 4
COC(=O)C1CCN(C(=O)CSc2nc3nc(C)cc(C)n3n2)CC1 | -10 | 4 | -15 | -1 | -4 | -3 | 1 | i | -6
COc1cccc(C2C(C(=O)c3cc4ccccc4o3)=C(O)C(=O)N2CCN(C)C)c1OC (centres undefined) | 9 | 1 | -4 | -3 | -3 | 0 | 9 | i | 5
CCOC(=O)c1ccc(NC(=O)C23CCC(C)(C(=O)O2)C3(C)C)cc1 (centres undefined) | -2 | -9 | -5 | -2 | -7 | -9 | -4 | i | -1
COCC(=O)NC1CC2CCC(C1)N2C(=S)Nc1ccccc1C(=O)OC (centres undefined) | 5 | -6 | -4 | 0 | -6 | 0 | -8 | i | -4
COc1ccc(NC2CCCN(C(=O)CN3CCOC3=O)C2)cc1OC (centres undefined) | 8 | 0 | 3 | 1 | 30 | 2 | 14 | i | -5
COc1ccc(CCNC2CC(=O)N(C)C2=O)cc1OC (centres undefined) | -10 | -1 | -7 | 1 | 0 | -3 | -12 | i | -4
CCOC(=O)CC1=CC(=O)Nc2ccccc2N1 | 7 | 1 | -3 | 0 | 4 | 0 | -2 | i | -6
CC(=O)OCC(=O)NCc1ccc2c(c1)OCO2 | -9 | 6 | -4 | 3 | 12 | -13 | 6 | i | -6
COc1ccc(C(=O)c2c[nH]c(C(=O)NCCCn3ccnc3)c2)cc1 | 6 | 2 | -1 | -1 | -5 | -3 | 11 | i | -7
